CRFBP-R2 block: antagonists of CRF-binding protein/CRF-R2 receptor complex; HEK293 CRF-R2/CRF-BP, CRF-induced calcium fluorescence; inhibition, % at 11.8 µM; 0.59% of 350,000 active; AID 588475;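 active = inhibition of the ligand-induced calcium signal above about 50% at the single tested concentration, limit read from the data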
NS3 helicase inh: HCV NS3 helicase inhibition | NS3 helicase DNA unwinding, Cy5 molecular beacon fluorescence | 0.56% of 290,000 active | inhibition, % at 10.9 µM | AID 1800;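 active = inhibition above the mean of all tested compounds plus 3 SD, set per campaign, cut at about 35% in these data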;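 note: 0% = DMSO wells and 100% = thioflavine S control wells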
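Assay system: hepatitis C virus NS3 helicase domain fragment enzyme. Also added: annealed dual-labelled DNA beacon duplex, ATP-started. Timing: 1 h reaction at 25 °C, ATP-initiated. Technique: Cy5 fluorescence at 0 and 60 min, beacon hairpin quenching. Evaluation: % inhibition of unwinding. Replication: one well per compound.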
CRFR2-BP ag: agonists of human CRF-binding protein/CRF-R2 receptor complex; activation, % at 13.2 µM; 0.46% of 350,000 active; HEK293 CRF-R2/CRF-BP, calcium dye fluorescence (FLIPR); percent of saturating CRF peptide response; AID 588473;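 active = activation of at least 50%, plus an integration ratio under a set limit after plate pattern correction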;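 note: plate controls were neutral control wells without compound for no effect and CRF at EC100 for full effect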
UBC9 SUMO inh: inhibitors of human SUMOylation (UBC9); HTRF SUMOylation assay, SAE1/SAE2 + UBC9, in vitro; inhibition, % at 35 µM; 0.36% of 290,000 active; AID 2006; in the data active = inhibition above about 50%, passing the limit was not always enough; note: strong numbers were not always called active
Target sequence (P63279 whole entry, looked up): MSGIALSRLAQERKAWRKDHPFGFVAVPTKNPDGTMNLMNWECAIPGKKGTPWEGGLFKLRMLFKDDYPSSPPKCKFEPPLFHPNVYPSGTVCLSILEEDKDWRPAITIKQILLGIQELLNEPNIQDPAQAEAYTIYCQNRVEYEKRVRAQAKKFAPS
DNA FID counter: displaces DNA intercalator in HCV helicase counter-screen; inhibition, % at 7.9 µM; AID 1845; 0.17% of 290,000 active; DNA fluorescent intercalator displacement, fluorescence; in the data active = inhibition above about 37%;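 note: 0% = vehicle and 100% = reference compound; higher means more ethidium bromide displaced from hairpin DNA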
MEKK3 PB1 HTS: MEKK3-MEK5 PB1 interaction, increase or decrease; 1.4% of 290,000 active; bead-based flow cytometry, Alexa488-MEK5 binding to MEKK3; actives lie on both sides; 0 = blocked by unlabeled MEK5, 100 = vehicle; Q99759; binding response (% of control), % at 10 µM;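 active = binding response more than 3 SD above or below the average of its plate-row segment, actives on both sides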;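 note: Alexa488 bead fluorescence after subtracting the streptavidin-only scavenger bead signal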
Target sequence (Q99759 whole entry, looked up): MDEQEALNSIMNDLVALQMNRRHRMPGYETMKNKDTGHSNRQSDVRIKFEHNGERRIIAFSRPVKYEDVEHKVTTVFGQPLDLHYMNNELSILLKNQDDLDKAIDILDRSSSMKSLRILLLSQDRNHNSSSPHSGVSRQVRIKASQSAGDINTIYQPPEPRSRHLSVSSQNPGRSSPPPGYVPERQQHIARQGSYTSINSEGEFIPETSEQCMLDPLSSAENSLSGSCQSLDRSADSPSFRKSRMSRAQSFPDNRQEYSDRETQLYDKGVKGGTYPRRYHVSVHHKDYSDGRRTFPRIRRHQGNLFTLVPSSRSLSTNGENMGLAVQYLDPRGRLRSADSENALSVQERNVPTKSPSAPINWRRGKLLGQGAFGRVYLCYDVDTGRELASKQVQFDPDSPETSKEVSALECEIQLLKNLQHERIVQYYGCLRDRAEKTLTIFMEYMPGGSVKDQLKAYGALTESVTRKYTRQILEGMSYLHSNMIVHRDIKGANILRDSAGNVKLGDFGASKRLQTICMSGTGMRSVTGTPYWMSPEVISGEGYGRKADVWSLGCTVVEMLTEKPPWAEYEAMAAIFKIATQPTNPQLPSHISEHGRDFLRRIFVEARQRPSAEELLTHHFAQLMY
MEKK2mut PB1 HTS: signal of MEK5 binding to mutant human MEKK2 PB1 domain. AID 1530. percent response, % at 10 µM. bead flow cytometry, Alexa488-MEK5 binding to MEKK2 mutant. 0.35% of 290,000 active; in the data active = percent response above about 24%, passing the limit was not always enough; note: inactives centre near 1; some results filed as inactive read as strong as hits; reference of the scale not given here
GalR3 antagonist: antagonists of human GalR3; O60755; HEK293 GalR3-CNG cAMP membrane potential fluorescence; galR3 body fused to GalR1 C-terminus; inhibition, % at 3 µM; 0.44% of 360,000 active; AID 651719;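 active = inhibition above the screen-wide average plus 3 SD, cut at about 13% in these data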;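 note: forskolin and galanin both at EC90 stimulate the cells; cAMP rise reported by CNG channel membrane potential dye signal; 0% = forskolin plus galanin with DMSO and 100% = forskolin alone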
Target sequence (O60755 1-299 limits assumed): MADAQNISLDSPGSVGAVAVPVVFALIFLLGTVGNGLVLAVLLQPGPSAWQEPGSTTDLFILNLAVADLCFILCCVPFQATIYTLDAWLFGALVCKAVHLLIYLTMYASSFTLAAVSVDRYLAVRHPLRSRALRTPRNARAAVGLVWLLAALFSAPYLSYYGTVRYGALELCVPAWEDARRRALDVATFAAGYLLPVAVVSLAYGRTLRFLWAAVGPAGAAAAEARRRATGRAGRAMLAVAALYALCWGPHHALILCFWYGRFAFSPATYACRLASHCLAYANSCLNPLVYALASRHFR
MEKK2wt PB1 HTS: raises or lowers MEK5 binding to wildtype human MEKK2 PB1 domain; AID 1531; binding response (% of control), % at 10 µM; Q9Y2U5; bead flow cytometry, Alexa488-MEK5 binding to MEKK2 WT; actives lie on both sides; 1.1% of 290,000 active; in the data active = binding response below about 67% or above about 130%
The depositor's hits bear a star; . = not tested or not shown; [ ] = remark or other dose.

SMILES	CRFBP-R2 block	NS3 helicase inh	CRFR2-BP ag	UBC9 SUMO inh	DNA FID counter	MEKK3 PB1 HTS	MEKK2mut PB1 HTS	GalR3 antagonist	MEKK2wt PB1 HTS
O=C(N/N=C/c1cnc2ccccc2n1)c1cccc(F)c1	-7	1	1.7	13	-4	104	0	0	96
Cc1ccc(C)c(CSc2nc3[nH]ncc3c(=O)[nH]2)c1	3	6	-0.5	-4	-9	.	.	-2	.
Cc1cc(C)c2cc(CNC3CCCC3)c(Cl)nc2c1	-37	-12	4.5	12	7	81	1	0	105
O=C(COC(=O)CCC1CCCC1)Nc1ccccc1OC(F)F	-7	4	0.8	-18	-20	104	-2	-2	96
COc1ccc(NC(=O)N/C=C/c2ccccc2)cc1	-7	1	-0.1	2	9	104	-2	5	97
NC(=O)Cn1nnc(-c2ccc(CN3CCCCC3)cc2)n1	25	2	-1.6	-3	-2	101	-7	-3	92
CCOc1cc2c(cc1/C=C(/C#N)c1ccc(C(=O)O)cc1)OCO2	-4	-20	-0.1	11	-23	100	-15	1	85
NC(=O)c1nsc(C(=O)N(CC(=O)NC2CCCC2)Cc2ccc3c(c2)OCO3)c1N	0	-5	-0.3	4	-10	95	-1	-1	93
Cc1ccc(S(=O)(=O)/N=C(/NNC(=O)c2cccc(Cl)c2)c2ccccc2)cc1	0	10	2.3	-2	-42	101	3	-8	101
O=C1Nc2ccc(S(=O)(=O)NCc3ccccn3)c3cccc1c23	0	18	-1.1	47	-3	.	.	5	.
C/C(=N/NC(=O)CN1CCN(Cc2ccccc2Cl)CC1)c1ccncc1	1	6	-0.7	-7	-7	98	8	-4	109
COc1ccc(CNC(=O)C2CCN(S(=O)(=O)c3ccc4c(c3)NC(=O)C(C)S4)CC2)cc1 (centres undefined)	-4	-6	-0.6	.	-62	100	6	-7	76
C=CCN(Cc1ccc(OC)c(OC)c1)C(=O)N1CCOCC1	-9	4	1.0	5	-7	103	5	-5	106
Cc1nnc(NC(=O)C2CCN(C(=O)c3ccco3)CC2)s1	-6	10	-0.9	21	-15	94	-2	-5	91
Nc1nc(C23CC4CC(CC(C4)C2)C3)cs1	7	9	-0.4	4	4	96	-2	-5	96
Cc1nc2ccc(NC(=S)NCCCO)cc2nc1C	-17	8	-0.2	47	-5	101	-4	-4	96
O=C(NCc1ccc(F)cc1)C1Cc2ccccc2CN1C(=O)c1ccco1 (centres undefined)	2	3	-0.1	18	-16	69*[inhibitor]	-2	-6	84
CCN1CCN(C(=O)C(=O)c2cn(CC(=O)N3CCCCCC3)c3ccccc23)CC1	4	-1	-0.2	-1	-4	102	9	-4	56*
CC(C)CCC(C)N=Cc1c(O)n(Cc2ccccc2)c(=O)c2ccccc12 (centres undefined)	-1	-1	3.6	3	-8	106	11	-3	105
CCOc1ccc(CNC(=O)CCS(=O)(=O)Cc2cccc(Cl)c2)cc1OC	2	-3	0.9	1	-15	95	-3	-3	101
Cc1ccc(NC(=O)c2sc3nc(C)cc(C)c3c2N)cc1	-7	5	-0.7	9	-13	99	-2	-15	98
COc1ccc2[nH]c(=O)c(CN(CCO)C(=O)c3cccs3)cc2c1	2	-10	-1.6	-2	-9	103	4	-4	102
CNc1ccn(C2CCCO2)c(=O)n1 (centres undefined)	-3	4	-1.4	-17	0	86	2	-2	80
O=CN1CCc2scc[n+]2-c2ccccc21	-14	1	0.7	12	-5	84	3	-4	91
Cn1c(=O)n(CCCOc2ccc(Cl)cc2)c2ccccc21	15	-16	-4.7	-4	-30	111	8	-2	115
Cc1ccc(NC(=O)CN(C)c2ccc(S(=O)(=O)N3CCCC3)cn2)cc1	-10	5	-1.3	10	-9	98	-2	-2	94
O=C(CSc1n[nH]c(-c2ccccc2Br)n1)NC(=O)NCc1ccco1	28	2	-2.1	-2	-4	102	2	-6	102
CCc1ccc(NC(=O)C2CCN(S(=O)(=O)c3ccc4c(c3)N(C(C)=O)CCO4)CC2)cc1	-2	9	0.1	2	-33	90	-9	.	90
CCCOc1cccc(NC(=O)OC2CCN(C)CC2)c1	12	-16	-1.9	11	4	108	6	-11	106
Cc1nc2ccccn2c1C(=O)N/N=C/c1ccc(CNC(=O)C(=O)Nc2ccccc2)o1	12	18	2.2	-1	-18	82	-1	-2	98
O=C(NCc1ccccc1)c1cccc(Br)n1	-3	-3	0.4	-9	0	92	-3	0	98
Cc1nn(CCc2nn[nH]n2)c2nc(-c3ccccc3)cc(C(F)(F)F)c12	-8	14	10	19	-36	108	-2	-7	103
Cc1cc(=O)[nH]c2cc(Cl)ccc12	-1	3	-0.5	14	3	101	4	-11	100
CCOC(=O)C(=NCC1CCCO1)NNc1ccccc1Cl (centres undefined)	16	-3	19	18	-4	106	10	-1	115
CCN1C(=O)c2cccc3c(Cl)ccc(c23)C1=O	-10	-6	-2.8	10	0	101	-6	7	97
COc1ccc(C(=O)N2CCCC(O)C2)cc1OC1CCN(C(C)C)CC1 (centres undefined)	-3	4	1.2	-1	-5	104	5	-3	104
Cc1ccc(-n2c(-c3ccncc3)n[nH]c2=S)cc1	-10	-1	-0.2	-3	-1	101	-1	-5	96
O=S(=O)(NCc1ccc2c(c1)OCO2)c1cccc2nsnc12	-15	7	-0.3	15	1	115	14	-4	108
CCC(C)NC(=O)CSc1nnc(-c2ccc(Cl)cc2)n1N (centres undefined)	-5	-1	-0.7	8	0	89	-7	1	94
Nn1cc(-c2ccccc2)nc1SCC(=O)Nc1ccc(S(N)(=O)=O)cc1	-1	-8	-1.5	22	-5	105	5	-7	105
CON(c1nc(Cl)nc(N(C)C)n1)S(=O)(=O)c1ccccc1Cl	17	3	-2.2	10	-4	100	5	-2	100
CCCC(=O)N(c1ccc2oc(=O)sc2c1)S(=O)(=O)c1ccccc1	-1	10	-1.2	-43	3	101	4	-1	100
O=C(Cn1nnc(-c2ccccc2)n1)NCc1ccc2c(c1)OCO2	15	2	-1.9	1	-5	103	4	0	106
O=C(NCCc1ccccc1)c1ccc(CS(=O)(=O)Cc2ccc(F)cc2)o1	-1	-1	-1.6	6	-29	99	0	0	98
Cc1ccc(CN2CC(C(=O)N(C)CC(=O)Nc3cccc(F)c3)CC2=O)cc1 (centres undefined)	11	0	-1.9	4	-28	95	-5	0	93

One compound at a time, as listed above.
Cc1ccc(-n2c(-c3ccncc3)n[nH]c2=S)cc1 as listed: CRFBP-R2 block = -10; NS3 helicase inh = -1; CRFR2-BP ag = -0.2; UBC9 SUMO inh = -3; DNA FID counter = -1; MEKK3 PB1 HTS = 101; MEKK2mut PB1 HTS = -1; GalR3 antagonist = -5; MEKK2wt PB1 HTS = 96
O=C(Cn1nnc(-c2ccccc2)n1)NCc1ccc2c(c1)OCO2 as listed: CRFBP-R2 block = 15; NS3 helicase inh = 2; CRFR2-BP ag = -1.9; UBC9 SUMO inh = 1; DNA FID counter = -5; MEKK3 PB1 HTS = 103; MEKK2mut PB1 HTS = 4; GalR3 antagonist = 0; MEKK2wt PB1 HTS = 106

Next entries:
SMILES	CRFBP-R2 block	NS3 helicase inh	CRFR2-BP ag	UBC9 SUMO inh	DNA FID counter	MEKK3 PB1 HTS	MEKK2mut PB1 HTS	GalR3 antagonist	MEKK2wt PB1 HTS
CC(C)(C)c1ccc(/C=C/C(=O)N2CCOCC2)cc1	-11	0	1.3	15	-25	134*	0	-1	105
Cc1cccc(NC(=O)c2ccc3nsnc3c2)c1C	7	10	-0.3	6	5	101	-8	-9	91
Cc1c2c(n3c(nc4ccccc43)c1C#N)N(CCN(C)C)CC2	-3	1	2.6	29	18	113	-42	-4	107
CCOC(=O)c1nc2nc(-c3cccs3)cc(C(F)(F)F)n2n1	21	2	0.1	16	3	92	-2	-11	100
CC1=NN(C(N)=S)C(=O)C1N=Nc1ccc(S(N)(=O)=O)cc1 (centres undefined)	2	7	-1.9	-9	0	106	2	-8	107
COC(=O)Nc1ccc(S(=O)(=O)N2CCN(CCN3C(=O)C4C5C=CC(C5)C4C3=O)CC2)cc1 (centres undefined)	-10	-3	1.2	11	-13	99	-1	-4	96
O=C1NC2(CCCCC2)C(=O)N1/N=C/c1ccc(O)cc1O	12	8	0.2	4	-2	106	4	-2	107
Cc1ccc(NC(=O)[C@H](CC(C)C)NC(=O)[C@@H]2Cc3ccccc3CN2)cc1	-4	-8	0.1	-1	7	102	2	0	103
c1cc2c(cc1CN1CCN(C3CCCCCC3)CC1)OCO2	-11	-15	1.1	19	9	94	-3	-11	99
CNC(=O)CSc1nnc(-c2ccco2)n1-c1ccccc1OC	-5	1	0.3	18	-5	93	-4	-7	96
COc1ccc(OC)c([C@@H]2OCCC=C[C@H]2C)c1	-4	4	-1.3	0	-2	111	-2	-4	103
O=C(CCN1C(=O)/C(=C/c2cccs2)SC1=S)Nc1ccccn1	-50	-2	10	8	-2	100	-4	-9	93
O=C1S/C(=C/c2ccc(N3CCOCC3)o2)C(=O)N1Cc1ccc(F)cc1	-132	13	114*	20	1	103	-1	-3	96
Cc1cc(C)cc(NC(=O)CSc2nc3ccccc3nc2N2CCCC2)c1	-17	-29	0.8	-14	-19	98	-6	.	85
CCOc1ccc(NC(=O)CCC(=O)Nc2nnc(CC)s2)cc1	9	-10	-1.4	8	-4	100	0	1	100
CN(CC(=O)Nc1cccc(F)c1)C(=O)c1ccc(N2CCOCC2)c([N+](=O)[O-])c1	-9	-7	-0.8	1	-14	102	-1	-2	99
CCCC(=O)Nc1ccc(C(=O)NNC(=S)NC(=O)c2ccc(Br)o2)cc1	-3	4	0.4	-56	-5	98	1	-3	101
O=C(c1cc(COc2ccc(F)cc2Cl)on1)N(CCO)Cc1cccs1	2	4	0.8	-11	-36	101	2	1	95
O=S(=O)(c1ccc(Cl)cc1)N1CCC(O)(c2cccnc2)CC1	17	-4	0.1	-13	-6	108	8	-3	109
CCCN(CCC)CCCNC(=O)c1cc2cc3ccc(Cl)cc3nc2o1	-2	-3	0.9	6	8	100	9	-10	106
CC(=O)Nc1ccc(S(=O)(=O)N2CCN(CC3CC4C=CC3C4)CC2)cc1 (centres undefined)	5	-6	-0.1	14	0	97	-5	-7	92
O=C1/C(=C/c2cccc(F)c2)SC(=S)N1NS(=O)(=O)c1ccccc1	17	37*	-1.3	14	-15	103	2	1	106
COC(=O)C1CCCN1C(=O)COc1ccc(Cl)cc1Br (centres undefined)	18	-12	-0.9	-8	-9	102	4	-6	103
CCOc1cc(C2C(C(=O)OCC(C)C)=C(C)N=C3SCCC(=O)N32)ccc1OC(C)=O (centres undefined)	5	-2	-0.6	-27	-18	102	0	-5	94
Cc1ccc(CS(=O)(=O)Cc2ccc(C(=O)NCc3cccs3)o2)cc1	-4	3	0.4	13	-25	103	7	-7	104
CCOC(=O)C1CCCN(c2c(NCCC(C)C)c(=O)c2=O)C1 (centres undefined)	17	-1	-3.2	5	-6	97	-4	-4	94
CCC(C(=O)Nc1ccc2c(c1)OCCO2)c1ccccc1 (centres undefined)	-6	-23	1.3	-10	-3	96	2	-1	102

Sorted by molecular weight (rising): some entries from above.
SMILES	CRFBP-R2 block	NS3 helicase inh	CRFR2-BP ag	UBC9 SUMO inh	DNA FID counter	MEKK3 PB1 HTS	MEKK2mut PB1 HTS	GalR3 antagonist	MEKK2wt PB1 HTS
CCC(C(=O)Nc1ccc2c(c1)OCCO2)c1ccccc1 (centres undefined)	-6	-23	1.3	-10	-3	96	2	-1	102
CCOC(=O)C1CCCN(c2c(NCCC(C)C)c(=O)c2=O)C1 (centres undefined)	17	-1	-3.2	5	-6	97	-4	-4	94
CC(=O)Nc1ccc(S(=O)(=O)N2CCN(CC3CC4C=CC3C4)CC2)cc1 (centres undefined)	5	-6	-0.1	14	0	97	-5	-7	92
O=C1/C(=C/c2cccc(F)c2)SC(=S)N1NS(=O)(=O)c1ccccc1	17	37*	-1.3	14	-15	103	2	1	106

This is a subset. The share of hits here may be higher or lower than overall.
